Pf apPOL inh = Pf-apPOL DNA polymerase inhibition; Recombinant Pf-apPOL, molecular beacon fluorescence, 1.5 h; inhibition, % at 10 µM; 210,000 compounds, 0.25% hits; AID 1794808
mHTT CaM bind = disrupts binding of mutant huntingtin to calmodulin; P42858; AlphaScreen His-mHTT/GST-CaM binding, luminescence; inhibition, % at 15 µM; 190,000 compounds, 3.6% hits;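 also: 0% = both proteins with DMSO and 100% = one protein alone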
Target sequence (P42858 whole entry, looked up, stated change not applied): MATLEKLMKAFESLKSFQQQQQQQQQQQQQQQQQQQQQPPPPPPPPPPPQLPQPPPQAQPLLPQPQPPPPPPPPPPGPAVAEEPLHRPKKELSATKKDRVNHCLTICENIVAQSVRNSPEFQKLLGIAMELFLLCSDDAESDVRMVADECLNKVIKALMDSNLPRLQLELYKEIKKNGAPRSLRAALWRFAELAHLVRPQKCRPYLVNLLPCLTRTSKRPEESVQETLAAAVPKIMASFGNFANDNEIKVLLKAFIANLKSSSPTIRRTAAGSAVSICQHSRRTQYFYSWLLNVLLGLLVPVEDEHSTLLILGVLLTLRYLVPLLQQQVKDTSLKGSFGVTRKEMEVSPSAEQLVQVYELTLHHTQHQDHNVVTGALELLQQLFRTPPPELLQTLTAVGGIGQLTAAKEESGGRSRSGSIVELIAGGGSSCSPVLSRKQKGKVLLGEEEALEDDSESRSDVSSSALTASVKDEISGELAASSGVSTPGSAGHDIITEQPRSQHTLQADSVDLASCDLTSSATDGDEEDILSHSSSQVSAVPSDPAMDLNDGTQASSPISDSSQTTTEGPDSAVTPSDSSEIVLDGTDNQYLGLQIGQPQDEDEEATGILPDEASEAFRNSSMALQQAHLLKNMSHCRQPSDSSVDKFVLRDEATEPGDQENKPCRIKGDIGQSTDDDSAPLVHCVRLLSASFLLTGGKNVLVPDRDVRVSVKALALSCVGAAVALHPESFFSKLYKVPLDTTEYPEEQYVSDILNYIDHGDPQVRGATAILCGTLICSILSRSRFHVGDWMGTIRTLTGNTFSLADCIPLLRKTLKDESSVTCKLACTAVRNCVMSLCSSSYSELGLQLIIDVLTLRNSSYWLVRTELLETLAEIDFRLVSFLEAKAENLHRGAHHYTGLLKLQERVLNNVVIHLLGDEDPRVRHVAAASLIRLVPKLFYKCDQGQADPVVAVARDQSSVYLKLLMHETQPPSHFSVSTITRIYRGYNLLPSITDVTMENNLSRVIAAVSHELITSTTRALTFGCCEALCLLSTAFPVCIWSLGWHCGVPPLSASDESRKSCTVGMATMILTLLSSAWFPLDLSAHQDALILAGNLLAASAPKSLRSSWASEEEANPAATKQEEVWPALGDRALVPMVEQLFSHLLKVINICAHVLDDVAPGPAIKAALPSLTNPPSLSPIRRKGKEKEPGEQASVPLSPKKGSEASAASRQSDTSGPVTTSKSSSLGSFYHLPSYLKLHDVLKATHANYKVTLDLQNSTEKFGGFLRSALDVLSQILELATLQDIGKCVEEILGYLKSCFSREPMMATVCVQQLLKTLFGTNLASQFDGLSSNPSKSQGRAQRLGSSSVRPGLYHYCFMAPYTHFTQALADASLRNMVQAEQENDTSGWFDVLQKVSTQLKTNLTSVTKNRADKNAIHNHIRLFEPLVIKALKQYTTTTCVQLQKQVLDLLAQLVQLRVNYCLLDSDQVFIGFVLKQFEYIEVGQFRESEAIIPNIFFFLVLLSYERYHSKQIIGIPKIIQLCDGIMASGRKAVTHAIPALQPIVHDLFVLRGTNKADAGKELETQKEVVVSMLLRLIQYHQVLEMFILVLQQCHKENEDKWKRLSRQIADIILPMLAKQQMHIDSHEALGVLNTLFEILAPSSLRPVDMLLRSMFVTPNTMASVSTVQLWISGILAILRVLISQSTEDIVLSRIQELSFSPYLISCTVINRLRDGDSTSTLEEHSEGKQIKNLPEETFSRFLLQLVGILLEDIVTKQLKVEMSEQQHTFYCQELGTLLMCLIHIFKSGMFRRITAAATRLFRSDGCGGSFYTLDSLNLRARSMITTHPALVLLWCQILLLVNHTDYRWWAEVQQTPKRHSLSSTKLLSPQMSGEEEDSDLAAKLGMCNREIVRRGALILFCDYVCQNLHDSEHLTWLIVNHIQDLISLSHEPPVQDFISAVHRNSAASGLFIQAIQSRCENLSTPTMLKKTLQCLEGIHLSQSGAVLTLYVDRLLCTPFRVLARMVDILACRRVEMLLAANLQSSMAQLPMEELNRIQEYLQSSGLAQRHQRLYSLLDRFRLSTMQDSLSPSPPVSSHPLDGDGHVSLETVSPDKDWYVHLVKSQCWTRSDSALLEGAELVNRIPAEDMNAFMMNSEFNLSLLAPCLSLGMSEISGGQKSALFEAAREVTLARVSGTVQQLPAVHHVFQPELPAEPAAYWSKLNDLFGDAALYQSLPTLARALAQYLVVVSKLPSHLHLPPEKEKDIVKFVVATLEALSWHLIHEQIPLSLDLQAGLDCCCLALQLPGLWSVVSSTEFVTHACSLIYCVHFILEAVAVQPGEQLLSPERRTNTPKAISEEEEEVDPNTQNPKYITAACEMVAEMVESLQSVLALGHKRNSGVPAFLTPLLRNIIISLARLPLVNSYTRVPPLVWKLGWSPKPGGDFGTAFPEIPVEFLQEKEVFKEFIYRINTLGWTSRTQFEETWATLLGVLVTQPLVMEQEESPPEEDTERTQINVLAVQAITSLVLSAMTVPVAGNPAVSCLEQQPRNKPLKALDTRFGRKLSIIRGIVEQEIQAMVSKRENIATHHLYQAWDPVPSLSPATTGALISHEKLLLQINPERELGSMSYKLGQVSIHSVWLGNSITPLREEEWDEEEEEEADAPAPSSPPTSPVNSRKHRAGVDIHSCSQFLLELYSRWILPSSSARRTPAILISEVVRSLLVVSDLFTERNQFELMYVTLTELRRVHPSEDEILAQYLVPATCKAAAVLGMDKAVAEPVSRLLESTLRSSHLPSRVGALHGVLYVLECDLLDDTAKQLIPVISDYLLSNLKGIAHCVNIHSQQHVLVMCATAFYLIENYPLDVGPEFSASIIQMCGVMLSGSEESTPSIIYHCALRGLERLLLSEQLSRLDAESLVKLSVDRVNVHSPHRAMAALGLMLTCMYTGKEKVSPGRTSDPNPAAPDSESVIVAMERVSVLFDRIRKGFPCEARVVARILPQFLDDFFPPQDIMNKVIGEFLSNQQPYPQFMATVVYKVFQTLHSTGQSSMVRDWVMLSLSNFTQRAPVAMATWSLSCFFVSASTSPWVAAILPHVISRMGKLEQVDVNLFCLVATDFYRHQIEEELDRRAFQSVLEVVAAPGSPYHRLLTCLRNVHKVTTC
* marks the source's active call; other numbers are inactive results; i = inactive; / = not tested or not shown; & = joins results of further samples. Rule as the data show it: active = inhibition above about 50%; inactive = the rest. A portion of the library; rates above refer to the full screens.

SMILES	Pf apPOL inh	mHTT CaM bind
CC(=O)N1CCc2cc(Br)cc(S(=O)(=O)CCC(=O)NCc3ccc(C)cc3)c21	-8	11
Cc1cc(N2CCN(c3ncccn3)CC2)nc2ccc(NC(=O)/C=C/c3cccs3)cc12	-5	47
COc1cc(OC)c(OC)cc1C=NCC1(c2ccccc2)CCCC1	-2	-2
COc1ccc(N2C(=O)c3ccccc3NC2c2ccc(F)cc2)cc1 (configuration not stated)	-2	4
O=C(NC1CCCCC1)N1CCC(CCNS(=O)(=O)c2ccc(F)cc2)CC1	-2	3
Cc1nc2nc(SCC(=O)O)nn2c(C)c1Cc1ccccc1Cl	29	2
CN(CCCNC(=O)C1CCCN(c2ccc(N3CCOCC3)nn2)C1)c1ccccc1 (configuration not stated)	-5	55*
O=C(NCc1ccccc1Cl)C1CCN(c2ncnc3c2nc2n3CCCCC2)CC1	1	1
COc1nccc(N2CCC(CC(=O)N3CCN(c4cccc(C)c4)CC3)CC2)n1	-4	15
COc1ccc2cccc(O)c2n1	-7	2
Cc1nc2ccc(NC(=O)c3ccc(Cl)s3)cc2s1	10	13
COc1ccc(C(N)=O)cc1NC(C)=O	-4	-8
Cc1cc(NC(=O)C(=O)NCCN2CCN(c3ccccc3F)CC2)no1	-3	-6
Cc1ncnc2c1CCC(=O)N2Cc1cc(F)ccc1F	5	-4
CCCc1nc2c(c(=O)n1CC(=O)Nc1ccc(F)cc1)CCN(Cc1ccccc1)C2	-4	28
O=C(NC1CCCCC1)N1CCc2nc(-c3ccc(Cl)cc3)ncc2C1	-6	-1
CC(C(=O)NCc1cccnc1)N1C(=O)c2ccccc2C1=O (configuration not stated)	-3	-5
CCn1cc(CNC(=O)c2cc(Cl)ccc2OC)c(C)n1	-2	-2
O=C(CN1CCC(c2nc(-c3ccc(F)cc3)no2)CC1)Nc1ccc(F)cc1	0	0
O=C(CSc1ncn[nH]1)n1c2ccccc2c2ccccc21	1	3
COC(CNc1ncnc2c1cnn2-c1ccc(C)cc1C)OC	-2	14
Cc1ccc(-c2nc3cc(C)ccn3c2NC(=O)C(C)(C)C)cc1	-4	32
Cc1ccc(C(=O)Nc2cc([N+](=O)[O-])ccc2C)cc1	2	0
Cc1ccc(/C(N)=N/OC(=O)COc2ccc(C)cc2Br)cc1	-2	i

Part of the list above in order of count of non-hydrogen atoms, falling:
SMILES	Pf apPOL inh	mHTT CaM bind
Cc1cc(NC(=O)C(=O)NCCN2CCN(c3ccccc3F)CC2)no1	-3	-6
Cc1ccc(-c2nc3cc(C)ccn3c2NC(=O)C(C)(C)C)cc1	-4	32
Cc1ccc(/C(N)=N/OC(=O)COc2ccc(C)cc2Br)cc1	-2	i
O=C(CSc1ncn[nH]1)n1c2ccccc2c2ccccc21	1	3

A few values from the list.
mHTT CaM bind, CCCc1nc2c(c(=O)n1CC(=O)Nc1ccc(F)cc1)CCN(Cc1ccccc1)C2 stands at 28
Pf apPOL inh, Cc1ccc(/C(N)=N/OC(=O)COc2ccc(C)cc2Br)cc1 stands at -2
mHTT CaM bind, COC(CNc1ncnc2c1cnn2-c1ccc(C)cc1C)OC stands at 14
mHTT CaM bind, CC(C(=O)NCc1cccnc1)N1C(=O)c2ccccc2C1=O (configuration not stated) stands at -5

Further entries follow.
SMILES	Pf apPOL inh	mHTT CaM bind
Cc1cccc(-c2ncc(C(=O)N3CCCC3)c(N3CCN(C)CC3)n2)c1	-4	3
Cc1ccccc1OCC(=O)NCc1ccccn1	0	1
Cc1cc(C(=O)O)c2cc(I)ccc2n1	-5	1
Cc1ccnc(NS(=O)(=O)c2ccc(Cl)cc2)c1	0	-1
Cc1cc(C)c(OCC(=O)O)c([N+](=O)[O-])c1	-5	0
CCc1ccc(C2N(c3ccc(Cl)cc3)C(=O)C3CCCN32)cc1 (configuration not stated)	-2	-6
O=C(Nc1cccc(Cl)c1)c1cc([N+](=O)[O-])ccc1NCCO	1	94*
Cc1sc2nc(CN3CCCCC3)[nH]c(=O)c2c1C	0	5
COc1cc(C(=S)N2CCOCC2)cc(OC)c1OC	2	-4
COc1ccc(C)cc1N(CC(=O)Nc1ccc(I)cc1)S(C)(=O)=O	-5	3
COc1cc(C(C#N)N2CCOCC2)cc(OC)c1OC (configuration not stated)	1	/
CC(CCC(=O)N=Nc1c(O)[nH]c2ccc(Cl)cc12)C1CCC2C3C(O)CC4CC(O)CCC4(C)C3CCC12C (configuration not stated)	1	43
Cc1cc(C2CCCN2C(=O)c2ccc(C)c(F)c2)on1 (configuration not stated)	-2	-1
COc1ccccc1-c1nc(C2CCN(C(=O)c3ccc(C)cc3)CC2)no1	0	-1
CC(=O)Nc1sc(C)c(C)c1-c1nc2ccccc2s1	-4	-11
CN(CC(=O)N1CCCc2c1c(=O)oc1ccc(O)cc21)c1ccccc1	-2	-3
Nc1c(-c2ccccc2)no[n+]1[O-]	/	-7
Cc1ccc(-n2nc3c(c2NC(=O)c2ccccc2Cl)CS(=O)(=O)C3)c(C)c1	-8	0
CC(=O)Oc1ccccc1C(=CC=C(c1ccccc1)c1ccccc1)N1CCCCC1	-6	/
O=C(NC1CCN(c2ccccc2C(=O)N2CCCCC2)CC1)C1CCCC1	-15	11
CC(=O)c1ccc(S(=O)(=O)N2CCn3cccc3C2c2ccc(Cl)cc2)cc1 (configuration not stated)	1	9
COc1ccccc1CNC(=O)c1cn(C2CCCCC2)c(=O)c2c1c1ccccc1n2C	-1	1
CCOC1(c2ccccc2)OC(=O)c2ccccc21 (configuration not stated)	0	-15
COc1ccccc1CC(=O)Nc1ccccc1C(=O)O	-10	-5

Random excerpt: six entries already listed, in no set order.
SMILES	Pf apPOL inh	mHTT CaM bind
O=C(NC1CCN(c2ccccc2C(=O)N2CCCCC2)CC1)C1CCCC1	-15	11
COc1ccccc1CNC(=O)c1cn(C2CCCCC2)c(=O)c2c1c1ccccc1n2C	-1	1
CC(=O)c1ccc(S(=O)(=O)N2CCn3cccc3C2c2ccc(Cl)cc2)cc1 (configuration not stated)	1	9
COc1ccccc1-c1nc(C2CCN(C(=O)c3ccc(C)cc3)CC2)no1	0	-1
CC(=O)Nc1sc(C)c(C)c1-c1nc2ccccc2s1	-4	-11
CN(CC(=O)N1CCCc2c1c(=O)oc1ccc(O)cc21)c1ccccc1	-2	-3

Further compounds follow:
SMILES	Pf apPOL inh	mHTT CaM bind
COC(=O)c1ccsc1NC(=O)CN1CCN(S(=O)(=O)c2ccc(Cl)cc2)CC1	-2	/
C=CCn1c(=O)c2c(ncn2CCC)n(-c2ccccc2C)c1=O	-3	0
COCCn1c(CC2CCN(C(=O)Cc3ccc(Cl)cc3)C2)nc2cccnc21 (configuration not stated)	4	15
Cc1cc(C(=O)NCCn2ccnc2C)no1	-4	-8
CC1CC(C)CN(C(=O)c2c(F)c(F)c(F)c(F)c2F)C1 (configuration not stated)	1	-1
NCCC(=O)N1c2ccccc2Sc2ccc(Cl)cc21	4	6
Cc1cc2ncn(C(=O)Cc3ccc(F)cc3)c2cc1C	-10	6
O=c1[nH]c(CN2CCOCC2)nc2c1C1(CCCCC1)Cc1ccccc1-2	-3	2
C=CCN1C(C(=O)OC)CN(Cc2cn(Cc3ccc(C)cc3)nn2)CCS1(=O)=O (configuration not stated)	-2	-10
C=CCNC(=O)C(=O)NCCC1CCCCN1S(=O)(=O)c1ccc(F)c(C)c1 (configuration not stated)	-1	-3
CC(C)=CCCC1(C)OC(=O)NC1(C)O (configuration not stated)	/	-9
Nc1ccc2nc(-c3cc(Cl)c(N)c(Cl)c3)[nH]c2c1	2	54*
CCSc1nnc(-c2nn(C)c3c2CN(C(=O)C2CCCC2)CC3)n1C	-7	-7
Oc1cc(O)cc(/C=C/c2ccc(O)c(O)c2)c1	-3	/
O=c1cc(-c2ccccc2Cl)oc2ccc([N+](=O)[O-])c(O)c12	-5	5
CC(NC(=O)c1ccc(NC(=O)C2CC2)cc1N1CCCCCC1)c1ccccn1 (configuration not stated)	-2	7
CCc1ccc(CNC(=O)CCc2conc2-c2ccc(F)cc2)cc1	-4	-11
COc1ccc(NS(=O)(=O)c2ccc(Cl)cc2)c(OC)n1	0&-10	/
COc1ccc2nc3oc(C(=O)Nc4ccc(C)cc4Br)cc3cc2c1	4	-4
COc1ccccc1NC(=O)CNS(=O)(=O)c1cc(C)ccc1C	1	-5
Cc1nc2ccc3nc(NC(=O)c4cc(=O)c5ccccc5o4)sc3c2s1	0	-3
CC1(CC(=O)O)C(=O)N=C2C=CC=CN21 (configuration not stated)	3	-5
NC(=O)Cc1ccc(-c2ccccc2)cc1	-1	2
CN1CCN(C2=NCCN2C(=O)c2ccc(Br)o2)CC1	-3	-2
COC(=O)c1cccc(CSC(=S)N2CCCC2)c1	-2	/
CCCN(CCC)S(=O)(=O)c1ccc(C(=O)NNC(=O)c2sc3ccccc3c2Cl)cc1	-2	/
CC(C)N1C(=O)C(C)(C(=O)Nc2ccccc2F)Oc2cccnc21 (configuration not stated)	-4	-12
N#C/C(=C\c1cccc(F)c1)c1nc(-c2cc3ccccc3oc2=O)cs1	1	0
CC(C)CCN(C)C1CCN(S(=O)(=O)c2ccc3[nH]c(=O)oc3c2)CC1	-16	8
O=C(CCN1CCOCC1)Nc1cccc(Br)c1	-87	3
Cc1ccc(N2C(=O)CSC2c2cccc([N+](=O)[O-])c2)cc1 (configuration not stated)	0	2
O=C(COc1ccccc1[N+](=O)[O-])Nc1ccc2c(c1)OCO2	-6	0
CCN(CC)Cc1c(O)ccc2c1OC(=Cc1ccc(C(=O)OC)cc1)C2=O	-16	18
CN(C)CC1COC(=O)C1=O (configuration not stated)	2	/
COc1ccc(C=C2Oc3cc(OCCN4CCCCC4)ccc3C2=O)cc1	-5	2
CCN(C(=O)Cc1c(C(=O)O)[nH]c2ccc(Cl)cc12)c1ccc(F)cc1	-5	17
O=C(c1cc(F)ccc1F)N1CCC(CCOCc2ccc(F)cc2)CC1	-8	-21
Cc1ccc(C(=O)N2CCCC2)c(C2CCN(C(=O)C(C)C)CC2)n1	0	-1
Cc1ccc(CNC(=O)c2sc3ccc(S(=O)(=O)N4CCCCC4)cc3c2N)cc1	-27	9
COc1ccc(CCNC(=O)c2cnn3c4c(cnc23)CC(C)CC4)cc1OC (configuration not stated)	-3	22
Cc1ccc(C(=O)NC(C)c2ccccc2)cc1Br (configuration not stated)	-9	-4
O=c1oc2ccccc2c(O)c1C=Nc1cccc([N+](=O)[O-])c1	-3&4	-5&-5
CCN(CC)S(=O)(=O)c1cccc(N2C(=O)CCC2=O)c1	0	1
C=CCN(Cc1ccc([N+](=O)[O-])cc1)S(=O)(=O)C=C	-9	-2
COc1ccc(C(=O)COc2ccc3c(=O)c(-c4ccc(OC)c(OC)c4)c(C)oc3c2)cc1	-4	12
COc1ccc(CNC(=O)C2(C)CCCN(C(=O)c3ccc(C)c(C)c3)C2)cc1 (configuration not stated)	-4	9
CCCCOc1ccc(C(=O)Nc2ccc(N3CCCC3=O)cc2)cc1	3	88*
CCN(CCNC(=O)c1ccc2c(c1)NC(=O)C(N1CCOCC1)S2)c1ccccc1 (configuration not stated)	-18	12
CCCCN(CCCC)S(=O)(=O)c1ccc2[nH]c(=O)cc(C(=O)NCc3cccnc3)c2c1	-15	-6
O=C(NC1=NCCS1)C(c1ccccc1)c1ccccc1	-7	8
CCc1cc(C2CCCN2C(=O)NCCCOC)on1 (configuration not stated)	-1	-5
CC(C)(C)c1ccc(S(=O)(=O)Nc2ccc3oc(=O)sc3c2)cc1	-6	25
COc1ccc(C2=NN(CC(=O)NCCCN3CCCC3=O)C(=O)CC2)cc1	-13	-3
O=C(NC(=O)N1CCSC1)c1c(F)cccc1Cl	-1	/
CCNC(=O)CC1=CSC2=NC(C)=C(C(=O)N(C)C)C(c3ccc(Cl)cc3)N12 (configuration not stated)	-2	2
CCOC(=O)CNC(=O)N1CCCC1c1cc(C(C)C)on1 (configuration not stated)	-12	1
N#Cc1nc(COc2ccccc2)oc1NCc1cccnc1	-8	4
O=C(Nc1cc(C(F)(F)F)ccc1Cl)c1cccs1	-2	-23
CC(C)c1c(C2CCN(C(=O)c3ccccc3F)CC2)noc1N	-2	-2
O=C(N1CCOCC1)[n+]1ccc(/C=C/c2ccc(Cl)cc2)cc1	-18	8

Profiles, quoted from the list:
O=C(N1CCOCC1)[n+]1ccc(/C=C/c2ccc(Cl)cc2)cc1 reads Pf apPOL inh: -18; mHTT CaM bind: 8
O=C(NC1=NCCS1)C(c1ccccc1)c1ccccc1 reads Pf apPOL inh: -7; mHTT CaM bind: 8
CCOC(=O)CNC(=O)N1CCCC1c1cc(C(C)C)on1 (configuration not stated) reads Pf apPOL inh: -12; mHTT CaM bind: 1

Further results
SMILES	Pf apPOL inh	mHTT CaM bind
O=C(O)c1ccccc1C(=O)Nc1cccc(C(F)(F)F)c1	-6	-9
CC(=O)Nc1ccc(S(=O)(=O)N2CCN(C(C)C)CC2)cc1	-11	-1
N/C(=N\OC(=O)C(c1ccccc1)c1ccccc1)c1ccccn1	-8	i
COc1ccc(C2Oc3c(OC)cccc3C3CC(c4ccco4)=NN32)cc1OC (configuration not stated)	-21	44
CCOc1ccc(C(=O)Nc2cccc(-c3nc4ncccc4o3)c2)cc1	2	1
O=C(c1cccc(Cl)c1)N1CCC(COc2ccccc2C(=O)N2CCOCC2)CC1	-25	-3
Cc1noc(C)c1S(=O)(=O)N1CCC(C(C)C(=O)NCCCc2ccccc2)CC1 (configuration not stated)	0	-9
CNC(=O)N1CCCC(c2cccc(C(=O)N3CCN(c4ccccn4)CC3)c2)C1 (configuration not stated)	-3	-1
Cc1ccc(NC(=O)CN(C)S(=O)(=O)c2cccs2)c(Cl)c1	-7	-7
Cc1nn(C(=O)CCCCCNC(=O)c2ccccc2)c(C)c1Cl	10	-5
Clc1ccc(CN2CCOCC2)c(Cl)c1	0	-5
Cc1ccc(C(=O)N2CCN(c3ccc([N+](=O)[O-])cc3)CC2C)cc1 (configuration not stated)	-3	24

Assay outcomes as filed in PubChem.
